Assay outcomes as filed in PubChem.
Vc quorum ag – inducers of Vibrio cholerae quorum light production without autoinducers | V. cholerae BH1578 lux reporter, luminescence, 6 h | activation, % at 18.7 µM | hit rate 0.16% among 350,000 | AID 588436; in the data active = activation mostly above about 9.7%, no sharp cut-off; also: not every result past the cut was called active; inactives centre near 0; reference of the scale not given here
Rv3671c inh – Rv3671c (M. tuberculosis) protease inhibition; P9WHR9; inhibition, % at 5.96 µM; hit rate 0.048% among 320,000; AID 2606; in the data active = inhibition above about 38%;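 also: extracellular domain of Rv3671c used as enzyme; 0% = enzyme with DMSO and 100% = no enzyme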
Target sequence (P9WHR9 whole entry, looked up, the tested form may be a part): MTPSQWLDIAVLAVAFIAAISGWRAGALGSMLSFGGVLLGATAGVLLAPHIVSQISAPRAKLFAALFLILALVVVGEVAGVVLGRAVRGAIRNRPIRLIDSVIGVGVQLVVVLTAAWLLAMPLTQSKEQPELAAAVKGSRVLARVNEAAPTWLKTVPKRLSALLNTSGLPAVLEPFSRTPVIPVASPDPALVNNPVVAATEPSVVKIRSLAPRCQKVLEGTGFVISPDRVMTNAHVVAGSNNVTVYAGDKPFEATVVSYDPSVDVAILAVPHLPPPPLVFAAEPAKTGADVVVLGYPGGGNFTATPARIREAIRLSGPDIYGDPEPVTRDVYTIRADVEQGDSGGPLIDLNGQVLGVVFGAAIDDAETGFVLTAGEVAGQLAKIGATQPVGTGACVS
Mtb BioA inh – inhibitors of Mycobacterium tuberculosis BioA enzyme; inhibition, % at 9.99 µM; purified M. tuberculosis BioA enzyme, plate reader; AID 602481; hit rate 0.096% among 360,000; in the data active = inhibition above about 40%
MazEF act – increases E. coli MazEF RNase cleavage of RNA; FAM/BHQ RNA-DNA oligo cleavage fluorescence, 5 h; AID 504720; activation, % at 20 µM; P0AE70; hit rate 0.32% among 350,000; in the data active = activation above about 50%
Target sequence (P0AE70 whole entry, looked up): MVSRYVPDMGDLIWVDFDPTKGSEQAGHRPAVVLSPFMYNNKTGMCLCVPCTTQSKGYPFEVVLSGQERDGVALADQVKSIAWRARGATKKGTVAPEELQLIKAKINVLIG
FBA Mtb inh – Mtb fructose-bisphosphate aldolase inhibition; P9WQA3; purified M. tuberculosis FBA, fluorescence read-out; inhibition, % at 1 µM; hit rate 2.3% among 360,000; AID 588726; in the data active = inhibition above about 27%;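 also: 0% = vehicle and 100% = reference inhibitor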
Target sequence (P9WQA3 whole entry, looked up): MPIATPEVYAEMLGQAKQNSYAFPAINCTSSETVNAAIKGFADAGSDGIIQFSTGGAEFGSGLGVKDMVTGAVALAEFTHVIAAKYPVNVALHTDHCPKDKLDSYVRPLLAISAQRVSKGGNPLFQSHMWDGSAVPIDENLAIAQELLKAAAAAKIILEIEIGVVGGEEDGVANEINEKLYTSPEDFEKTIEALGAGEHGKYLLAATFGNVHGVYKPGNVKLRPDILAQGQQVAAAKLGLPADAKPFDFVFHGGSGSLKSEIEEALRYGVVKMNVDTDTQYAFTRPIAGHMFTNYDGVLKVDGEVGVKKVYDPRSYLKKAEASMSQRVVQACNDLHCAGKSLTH
UGM FP inh – Mtb UDP-galactopyranose mutase inhibition | inhibition, % at 10 µM | AID 504406 | purified UGM, fluorescence polarization probe displacement | hit rate 0.06% among 320,000 | P9WIQ1; in the data active = inhibition above about 10%, passing the limit was not always enough
SSB-PriA inh – inhibitors of Klebsiella pneumoniae PriA binding to SSB C-terminal tail; hit rate 0.6% among 430,000; AlphaScreen SSBct-PriA binding, biotinylated peptide; AID 1272365; inhibition, % at 33 µM; in the data active = inhibition mostly above about 37%, no sharp cut-off; inactive = mostly below about 20%;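 also: plate controls were negative control peptide for no effect and reference peptide for full effect; strong numbers were not always called active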
VHR inh abs – inhibitors of human VHR1 phosphatase (DUSP3); P51452; recombinant VHR phosphatase, pNPP absorbance; inhibition, % at 13.3 µM; hit rate 0.52% among 290,000; AID 1654; in the data active = inhibition above about 50%; also: some compounds called inactive have numbers as strong as hits
Target sequence (P51452 whole entry, looked up): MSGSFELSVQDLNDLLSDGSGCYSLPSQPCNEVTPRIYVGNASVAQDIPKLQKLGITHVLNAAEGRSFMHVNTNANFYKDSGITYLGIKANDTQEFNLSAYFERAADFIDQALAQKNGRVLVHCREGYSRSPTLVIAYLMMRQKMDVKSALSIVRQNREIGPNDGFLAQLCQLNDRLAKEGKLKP
3CLpro inhibitor – SARS-CoV 3CLpro protease inhibition. P0C6X7. recombinant SARS-CoV 3CLpro, quenched FRET peptide cleavage. inhibition, % at 6 µM. hit rate 0.14% among 290,000; in the data active = inhibition above about 12%
GDH-TPI inh – counter-screen for M. tuberculosis FBA inhibitors: GDH-TPI coupled enzymes; GDH-TPI coupled enzyme counterscreen, NADH absorbance; inhibition, % at 4.8 µM; hit rate 1.2% among 360,000; AID 588335; in the data active = inhibition above about 30%;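 also: 0% = DMSO wells and 100% = wells lacking the enzyme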
* hit, by the source's call; i = inactive; / = no result given.

Sample of the layout (4 entries):
SMILES | Vc quorum ag | Rv3671c inh | Mtb BioA inh | MazEF act | FBA Mtb inh | UGM FP inh | SSB-PriA inh | VHR inh abs | 3CLpro inhibitor | GDH-TPI inh
CC(=O)Nc1ccc(NC(=O)c2c([N+](=O)[O-])cnn2C)cc1 | -0.1 | -5 | -3.0 | -22 | 1 | -0.3 | 0 | 18 | -3 | 9
COC(=O)[C@@H](NC(=O)N(C1CCCCC1)C1CCCCC1)C(C)C | i | -11 | / | -9 | -2 | 3.8 | 0 | 0 | -8 | -7
C/C(CCc1ccc2c(c1)OCO2)=N\N=C1\NC(=O)CC(C(=O)Nc2ccc(Cl)cc2)S1 (centres undefined) | -0.2 | -2 | / | -6 | -1 | -1.2 | / | 20 | 2 | -9
OCC1CCN(Cc2cn(Cc3ccccc3)nc2-c2cc3ccccc3o2)CC1 | 4.3 | -4 | 2.6 | 9 | -3 | -0.2 | -7 | 13 | 2 | -9

This part in full, from the first entry:
SMILES | Vc quorum ag | Rv3671c inh | Mtb BioA inh | MazEF act | FBA Mtb inh | UGM FP inh | SSB-PriA inh | VHR inh abs | 3CLpro inhibitor | GDH-TPI inh
CC(=O)Nc1ccc(NC(=O)c2c([N+](=O)[O-])cnn2C)cc1 | -0.1 | -5 | -3.0 | -22 | 1 | -0.3 | 0 | 18 | -3 | 9
COC(=O)[C@@H](NC(=O)N(C1CCCCC1)C1CCCCC1)C(C)C | i | -11 | / | -9 | -2 | 3.8 | 0 | 0 | -8 | -7
C/C(CCc1ccc2c(c1)OCO2)=N\N=C1\NC(=O)CC(C(=O)Nc2ccc(Cl)cc2)S1 (centres undefined) | -0.2 | -2 | / | -6 | -1 | -1.2 | / | 20 | 2 | -9
OCC1CCN(Cc2cn(Cc3ccccc3)nc2-c2cc3ccccc3o2)CC1 | 4.3 | -4 | 2.6 | 9 | -3 | -0.2 | -7 | 13 | 2 | -9
Cc1nn(C)c(C(=O)N/N=C/c2ccc(Br)cc2)c1Cl | -0.1 | -7 | / | -5 | -1 | 2.3 | / | -4 | 3 | 6
CCOC(=O)c1ccccc1NC(=O)CN1C(=O)CCS(=O)(=O)c2ccccc21 | i | / | -1.7 | 2 | 6 | / | -2 | 9 | -4 | -3
O=C(O)CSc1ccccn1 | 0.3 | 5 | -1.1 | 3 | -1 | -0.9 | -14 | -1 | 3 | -1
CCC1(C)Cc2ccccc2-c2nc(NCCCO)n(C)c(=O)c21 (centres undefined) | i | -2 | 0.3 | 6 | 163* | 0.6 | 3 | 10 | 0 | -1
Cc1ccc(C(=O)C[n+]2cc(-c3ccc(C)cc3)n3c2CCCCC3)cc1 | 1.0 | 3 | -0.9 | 24 | -1 | -1.5 | -9 | 10 | -5 | 1
CC(=O)Nc1ccc(NC(=O)CSc2nnc(-c3ccco3)n2Cc2ccco2)cc1 | -0.3 | -4 | 0.1 | -4 | 2 | -2.1 | -14 | 7 | 1 | 6
CC1CCN(c2ccc(S(=O)(=O)N3CCC(C)CC3)cc2N)CC1 | -1.7 | 0 | -1.2 | 7 | -2 | -1.8 | 5 | 9 | 6 | 1
COc1ccc(N2CCN(C(=O)c3cc(=O)c4ccc(C)cc4o3)CC2)cc1 | i | -4 | -1.0 | -2 | 3 | -0.2 | -13 | 7 | 1 | 3
Nc1nonc1N1CCCCC1 | i | -2 | -0.6 | 2 | -2 | -0.5 | -14 | -17 | -5 | 3
CC(=O)Nc1ccc(NC(=O)c2ccc(C)c(S(=O)(=O)Nc3cccc(C)c3)c2)cc1 | 0.2 | -11 | / | 2 | 3 | -0.2 | 3 | 11 | 1 | 3
O=C(Nc1cc(Cl)cc(Cl)c1)C1CCC(=O)N1Cc1ccccc1Cl (centres undefined) | -6.2 | -7 | -0.7 | 5 | -2 | -3.0 | -15 | 1 | 1 | 3
COc1cc(S(=O)(=O)Nc2ccc3cn[nH]c3c2)ccc1Cl | i | -9 | / | -2 | -2 | -1.9 | 11 | 3 | 5 | -1
COc1cc(/C=C(\C#N)C(=O)NCc2cccs2)ccc1O | i | -2 | -3.3 | 10 | -22 | -10 | -12 | 3 | 1 | 7
CO[C@@]1(NC(=O)Cc2cccs2)C(=O)N2C(C(=O)O)=C(COC(N)=O)CS[C@@H]21 | -0.3 | -5 | -0.4 | -1 | -3 | -1.9 | -1 | 9 | 0 | 5
CC(C)(C)c1nc(SCC(=O)NC2CCCC2)c2ccccc2n1 | -0.2 | -4 | -4.3 | -22 | 6 | -1.3 | -8 | 17 | -3 | 0
NS(=O)(=O)c1ccc(CNC(=O)c2cc(=O)c3ccccc3o2)cc1 | 0.9 | 6 | 1.2 | 4 | 2 | 3.3 | -8 | 22 | -3 | 2
CCSc1nc2ccccc2c(=O)n1Cc1ccc(F)cc1 | i | 4 | / | 7 | 1 | -4.5 | -47 | 7 | 4 | -2
C#CCN1C(=O)S/C(=C\c2cc3c(cc2OC)OCO3)C1=O | i | -9 | -3.6 | 196* | 1 | 1.2 | 0 | 13 | -4 | 0
O=C(CN1CCN(S(=O)(=O)c2ccc(F)cc2)CC1)NC1CCCC1 | i | 1 | -1.1 | 1 | 4 | 0.1 | -4 | 2 | -1 | 10
COc1ccc(C(=O)NCC(=O)N/N=C(\C)c2ccco2)cc1OC | -0.3 | -4 | / | 10 | -1 | -1.0 | / | -13 | -2 | 7
CCOc1ccc(NC(=O)CN(C)C(=O)c2ccc(C3SCCS3)cc2)cc1OCC | 0.5 | 3 | -1.4 | -9 | 0 | -1.7 | -7 | / | / | 4
O=C(/C=C/c1ccco1)N1CCC(Cc2ccccc2)CC1 | -0.2 | -10 | / | 2 | 7 | 0.9 | -9 | -5 | -2 | 18
Cc1cc(C)c(S(=O)(=O)NCC(c2ccco2)N2CCc3ccccc3C2)c(C)c1 (centres undefined) | -1.1 | 3 | -1.7 | -5 | -1 | 0.2 | -6 | / | / | -1
Cc1ccc(/C=N/NC(=O)c2c(C)nc3ccc(Br)cn23)cc1 | i | 4 | -0.1 | 28 | -2 | 0.9 | / | 8 | 2 | 12
Cc1c(C(C)NC(=O)c2ccc3nc(Cc4ccccc4F)oc3c2)cnn1C (centres undefined) | -0.1 | 0 | 1.8 | 9 | 3 | 0.6 | 5 | 2 | -1 | 14
CC(=O)NCc1ccc(C(=O)O)cc1 | -0.3 | 2 | 0.8 | 7 | -4 | 0.0 | -2 | 9 | -3 | -1
O=C1CSC(=S)N1c1ccc(F)c(Cl)c1 | -0.6 | -37 | 0.6 | 1 | 2 | 1.4 | 3 | 20 | -5 | -1
CS(=O)(=O)Nc1cccc(-c2cn3ccccc3n2)c1 | 1.5 | 2 | / | -18 | 14 | -0.3 | -11 | 4 | 1 | -5
CCN(CCO)c1ccc(NC(=S)Nc2cccc(S(=O)(=O)N(C)C)c2)cc1 | 0.2 | -13 | / | 10 | 6 | 0.4 | 8 | 16 | 3 | 4
Cc1cccc(N2C(=O)CC(SC(=Nc3ccccc3)Nc3ccccc3)C2=O)c1 (centres undefined) | 0.2 | -2 | 0.8 | -5 | -1 | 1.6 | 2 | -1 | 9 | 2
Cc1ccc(C(=O)NCCCn2ccnc2)o1 | 0.5 | -4 | 0.4 | 7 | 6 | -0.8 | 5 | -17 | -8 | 7
COc1ccc(NC(=O)CCc2nnc3ccc(N4CCC5(CC4)OCCO5)nn23)cc1 | -0.6 | -1 | -1.1 | -4 | -4 | -1.0 | -6 | 18 | 0 | 7
CSCC(=O)NC1CCCN(C2Cc3ccccc3C2)C1 (centres undefined) | -2.4 | 0 | -1.9 | 3 | 0 | -0.9 | 13 | 24 | -2 | 3
COc1ccccc1-c1nnc(SCC(=O)O)n1-c1ccccc1 | -0.5 | 1 | 0.0 | 1 | -1 | 1.6 | -21 | 9 | 4 | 1
Cc1cc(C)c(S(=O)(=O)c2ccccc2)c(OC(=O)c2c(F)cccc2Cl)n1 | -0.5 | 4 | 0.4 | -1 | 3 | -1.4 | 11 | 28 | 4 | 5
CCOCC(=O)Nc1cc(C)on1 | -0.6 | -2 | 3.4 | 1 | 0 | 1.3 | -10 | 29 | 6 | 4
Cc1ccc(C)c(N2CCN(C(=O)CCC(=O)Nc3nnc(C(F)(F)F)s3)CC2)c1 | i | 2 | 8.2 | -1 | 3 | -1.3 | 5 | 21 | 4 | 9
CCOC(=O)CSc1nc2c(c(-c3ccc(C)o3)c1C#N)CCCC2 | i | -10 | -1.4 | 4 | 1 | -1.3 | -17 | 13 | 6 | 20
Cc1ccc(C(=O)N[C@H](C(=O)OCc2cc(=O)oc3cc(C)ccc23)C(C)C)cc1 | -0.3 | 0 | / | 9 | 0 | 1.7 | 2 | 21 | -1 | 5
CCCC(=O)N1CCC1(C)C(=O)Nc1ccc2c(c1)CCN2C(C)=O (centres undefined) | -0.2 | / | 0.3 | / | -1 | / | / | / | / | -1
CN1CC(C(=O)c2ccc(Cl)cc2)C(c2ccc(N(C)C)cc2)C1 (centres undefined) | -0.7 | 5 | / | 9 | -1 | -0.2 | 37 | 36 | 1 | -2
O=C(CCCOc1ccccc1)NC1CCCc2ccccc21 (centres undefined) | -0.3 | 8 | / | 7 | 3 | 0.3 | -15 | 2 | -2 | 6
CCN(CC)C(=O)C1CCCN(C(=O)c2ccc3nc(-c4cccc(OC)c4)oc3c2)C1 (centres undefined) | 3.1 | / | / | 4 | 2 | / | / | / | / | 8
CN(C)c1ccnc(Nc2ccc(O)cc2)c1C#N | -0.2 | 2 | / | 9 | 5 | 0.5 | -7 | 17 | 5 | 11
Cc1ccc(S(=O)(=O)NCN2C(=O)c3ccccc3C2=O)cc1 | -2.9 | / | / | -2 | -2 | / | / | / | / | 7
CC(=O)Nc1c(Cl)cc([N+](=O)[O-])c2ccccc12 | -0.6 | 1 | 0.9 | -3 | -1 | 0.4 | -14 | -2 | 5 | -4

Next structures follow:
SMILES | Vc quorum ag | Rv3671c inh | Mtb BioA inh | MazEF act | FBA Mtb inh | UGM FP inh | SSB-PriA inh | VHR inh abs | 3CLpro inhibitor | GDH-TPI inh
Cc1cc(C(=O)NNC(=S)NCC(C)C)no1 | -1.0 | 6 | -0.3 | -2 | 2 | 1.3 | -7 | 6 | 4 | 14
Cc1cc(C(=O)Nc2cccc(-c3ccc(N4CCOCC4)nn3)c2)ccc1[N+](=O)[O-] | -0.2 | -3 | 2.6 | -5 | -2 | 3.9 | -2 | / | / | 5
Cc1cccc(N2CCCn3c2nc2c3c(=O)n(CCN3CCOCC3)c(=O)n2C)c1 | i | 7 | 0.0 | 2 | 0 | 2.6 | -3 | 35 | 4 | 2
Cc1cccc(CNC(=O)c2ccc(NC(=O)C3=CSCCO3)cc2)c1 | i | -2 | 22 | 3 | -1 | -0.3 | -3 | 3 | 1 | 1
CC1CN(c2nc(N(C)c3ccccc3)nc(N)c2[N+](=O)[O-])CC(C)O1 (centres undefined) | 0.9 | -5 | / | -3 | 5 | 1.8 | 12 | 11 | -1 | 13
CCC(=O)c1ccc(OCCN2CCOCC2)cc1 | -0.3 | -8 | 0.4 | 1 | 3 | 0.5 | -7 | -9 | 2 | 8
COc1ccccc1C(=O)NCCCCNC(=O)c1ccccc1OC | -0.4 | 6 | / | -1 | 7 | 0.1 | -9 | / | / | 9
Cc1ccccc1NC(=O)Cc1nc(COC(=O)c2ccc(Cl)c(S(N)(=O)=O)c2)cs1 | i | -7 | -1.0 | 3 | 2 | -2.6 | 2 | / | / | 3
CCn1c(N)c(C(=O)NCc2ccco2)sc1=S | i | 3 | / | 8 | 0 | -1.1 | -6 | -15 | 1 | 26
O=S(=O)(Nc1ccccc1Cl)c1cccc2nsnc12 | 0.7 | 1 | 0.9 | -1 | 3 | 5.6 | 0 | 18 | -1 | 12
COc1ccc(/C=N/NC(=O)c2cc(-c3cccnc3)nc3ccccc23)c(OC)c1 | -3.1 | 6 | / | 12 | 1 | 1.8 | / | 32 | -1 | 3
CCC(C)N1CC(O)=C(c2nc3ccccc3[nH]2)C1=N (centres undefined) | i | -3 | -0.7 | 6 | 2 | -1.7 | -2 | 19 | 10 | 10
O=C(COC(=O)CCC1CCCC1)Nc1ccc(Cl)cc1F | -0.2 | -10 | 0.4 | 1 | -2 | 0.4 | -2 | -2 | -2 | -2
Nc1ccc(Oc2cccc(Oc3ccc(N)cc3)c2)cc1 | -1.3 | 7 | / | -5 | -2 | 4.7 | 22 | -12 | 2 | -3

A portion of the library; rates above refer to the full screens.
